Screening data from PubChem.
POLI inh: inhibitors of human DNA polymerase iota | Pol iota fluorescent replication assay, 10 min | 1% of 390,000 active | AID 588590 | Potency, µM (doses to about 115 µM), for the others: at the top dose activity, negative = inhibition, usual class: inhibitors
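Pol iota at 10 nM preincubated 15 min with compounds at room temperature; reaction started with fluorescent substrate, 50 nM final. Fluorescence read kinetically at 0 and 10 min; buffer-only wells as negative control.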
BLM inh: inhibitors of human Bloom syndrome helicase BLM; 0.2% of 350,000 active; Potency, µM (doses to about 56.1 µM), for the others: top-dose activity change, negative = inhibition, usual class: inhibitors; recombinant BLM DNA unwinding, fluorescence dequenching; P54132;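 further: plate controls were vehicle for no effect and no enzyme for full effect; nearly all actives have a fitted effect of over 35% in size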
GLS inhibitor: glutaminase GLS (human) inhibition. GLS enzymatic activity, qHTS titration. Potency, µM (highest dose often 45.5 µM), for the others: at the top dose activity change, negative = inhibition, hits mostly inhibitors. 0.21% of 410,000 active; further: on the % scale 0 is the no-effect control and ±100 the full control effect
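Glutamate formation by hKGA was monitored fluorometrically using coupled glutamate oxidase, HRP and Amplex Red. Substrate was added as 1 mM L-glutamine solution; incubation was 30 min at RT after an initial read.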
Pin1 inhibitor: human Pin1 inhibition; Q13526; Pin1 FP peptide displacement, HiFluor488, 10 min; Potency, µM (doses to about 115 µM), for inactives: at the highest dose activity, negative = inhibition, hits mostly inhibitors; 0.009% of 390,000 active; AID 504891; active means well fitted inhibition curve with a large enough effect in the polarisation, with a control signal flat, not every such curve was filed as active; inconclusive means small, poorly fitted or top-dose-only effect, or effect the other way, or a change in a side signal; inactive means no such curve, though single readings can be large or run the other way; the % refers to the polarisation; further: on the % scale 0 is the no-effect control and ±100 the full control effect
Target sequence (Q13526 whole entry, looked up): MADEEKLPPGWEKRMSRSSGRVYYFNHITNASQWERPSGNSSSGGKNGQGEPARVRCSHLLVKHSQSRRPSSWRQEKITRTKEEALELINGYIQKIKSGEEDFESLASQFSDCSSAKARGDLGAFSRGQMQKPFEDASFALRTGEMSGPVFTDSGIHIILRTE
G9a block: inhibitors of human histone lysine methyltransferase G9a. G9a H3K9 monomethylation, AlphaScreen, 2 h. Potency, µM (titrated, usually from 102 µM), inactives show at the highest dose activity, negative = inhibition, hits mostly inhibitors. 8.8% of 350,000 active; further: on the % scale 0 is the no-effect control and ±100 the full control effect; nearly all actives have a fitted effect of over 75% in size
Target sequence (Q96KQ7 913-1193 limits assumed): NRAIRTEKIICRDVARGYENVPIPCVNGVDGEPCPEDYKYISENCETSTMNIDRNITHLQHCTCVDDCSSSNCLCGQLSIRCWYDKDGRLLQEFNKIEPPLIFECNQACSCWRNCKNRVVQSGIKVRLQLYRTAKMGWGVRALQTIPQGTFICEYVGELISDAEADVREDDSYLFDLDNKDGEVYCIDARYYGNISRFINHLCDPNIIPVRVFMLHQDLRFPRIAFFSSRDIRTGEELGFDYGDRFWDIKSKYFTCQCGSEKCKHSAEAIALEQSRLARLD
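Enzyme 20 nM + cpd, 15 min RT; add b-H3K9 pep 500 nM / SAM 20 uM; 2 h RT; anti-H3K9me1 Ab 0.5 ug/mL + SA donor / anti-rabbit acceptor beads 20 ug/mL each, 10 min; AlphaScreen read.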
HP1b chromo inh: blocks HP1-beta chromodomain binding to methylated histone tails; 0.56% of 390,000 active; P83916; AID 540317; AlphaScreen HP1-beta / biotin-H3K9me3 peptide binding; Potency, µM (top dose mostly 114 µM), for inactives: at the highest dose activity change, negative = inhibition, most hits filed as inhibitors; further: nearly all actives have a fitted effect of over 70% in size; inactives centre near 23
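Compound inhibition of the preformed complex between 50 nM HP1-beta and 50 nM biotinylated H3K9me3 peptide was read by AlphaScreen. Buffer was PBS pH 7.4 with 0.01% Tween-20. Incubations ran 30 min at room temperature, with 10 ug/mL donor/acceptor beads.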
Tb PGK inh: inhibitors of T. brucei phosphoglycerate kinase; P07378; PGK/GAPDH coupled, Kinase-Glo luminescence, 60 min; Potency, µM (top dose mostly 57.5 µM), for inactives: at the highest dose activity change, negative = inhibition, actives largely listed as inhibitors; 0.043% of 380,000 active; AID 602233; further: on the % scale 0 is the no-effect control and ±100 the full control effect; nearly all actives have a fitted effect of over 60% in size
Target sequence (P07378 whole entry, looked up): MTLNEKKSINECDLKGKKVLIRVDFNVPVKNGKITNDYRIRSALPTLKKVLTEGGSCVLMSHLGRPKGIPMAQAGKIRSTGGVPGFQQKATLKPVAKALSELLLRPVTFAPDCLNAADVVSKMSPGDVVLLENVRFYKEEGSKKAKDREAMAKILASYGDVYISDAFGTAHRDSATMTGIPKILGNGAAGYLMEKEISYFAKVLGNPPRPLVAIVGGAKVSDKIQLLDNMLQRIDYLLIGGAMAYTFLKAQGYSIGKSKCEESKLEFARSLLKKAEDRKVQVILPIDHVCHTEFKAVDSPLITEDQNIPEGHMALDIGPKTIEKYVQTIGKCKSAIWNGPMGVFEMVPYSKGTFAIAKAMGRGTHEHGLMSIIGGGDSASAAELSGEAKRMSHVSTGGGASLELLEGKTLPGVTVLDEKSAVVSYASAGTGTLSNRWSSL
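Luminescent ATP detection (Kinase-Glo Plus) follows a 60-minute room-temperature incubation, with wells lacking PGK as controls. Buffer: 100 mM TEA (pH 7.6), 5 mM MgCl2, 0.01% Tween-20. Coupling enzyme GAPDH (100 nM final) supplies unstable 1,3-BPG in-well.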
BAZ2B inh: BAZ2B (human) inhibition; 4.4% of 360,000 active; Potency, µM (titrated, usually from 114 µM), inactives show at the highest dose activity change, negative = inhibition, actives largely listed as inhibitors; Q9UIF8; AlphaScreen BAZ2B-H3K14Ac peptide displacement; further: on the % scale 0 is the no-effect control and ±100 the full control effect; nearly all actives have a fitted effect of over 60% in size
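AlphaScreen luminescence quantifies BAZ2B engagement of H3K14Ac peptide; the protein and biotinylated peptide are both at 50 nM final, buffer PBS pH 7.4 with 0.01% Tween-20, all steps at room temperature.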
JMJD2A Tudor inh: JMJD2A Tudor domain (human) inhibition. O75164. AlphaScreen JMJD2A-Tudor / H3K4me3 peptide binding. Potency, µM (highest dose often 114 µM), for inactives: top-dose activity change, negative = inhibition, usual class: inhibitors. 4.4% of 390,000 active. AID 504339; further: on the % scale 0 is the no-effect control and ±100 the full control effect; nearly all actives have a fitted effect of over 50% in size
Starred values were filed as active, the others as inactive; i = inactive; ? = inconclusive; . = no result given; & = joins results of further samples; [ ] = dose if it differs, or a comment. Unless noted, the call rests on the fitted dose curve; in most records, active means well fitted curve in the direction sought with a large enough effect; inconclusive means small, poorly fitted or top-dose-only effect, or another doubt; inactive means no such curve, though single readings can be large; an effect the other way counts as inactive or inconclusive. Potency means the concentration at half of the fitted maximal effect. Some of the compounds tested; the hit share may differ from the screen's.

SMILES	POLI inh	BLM inh	GLS inhibitor	Pin1 inhibitor	G9a block	HP1b chromo inh	Tb PGK inh	BAZ2B inh	JMJD2A Tudor inh
CCN(C(=O)COC(=O)/C(C#N)=C/c1cc(C)n(CCOC)c1C)c1c(N)n(Cc2ccccc2)c(=O)[nH]c1=O	-2%	.	9%	27%	.	-12%	i	.	-20%
CCC(C)NC(=O)c1ccc2c(=O)n3c(nc2c1)CCCCC3 (configuration not stated)	-9%	2%	-4%	1%	?	3%	-2%	-10%	-18%
Cc1ccc2nc(/C(C#N)=C/c3ccc(-c4cccc(Cl)c4)o3)[nH]c2c1	79µM*	-17%	-5%	?	?	20%	-16%	?	-32%
COC(=O)c1[nH]c2ccc(Br)cc2c1NC(=O)CN1CCCCC1CCO (configuration not stated)	19%	-1%	62%[activator]	-3%	-25%	8%	-7%	10%[57.1 µM]	-12%
O=C(Nn1cnnc1)c1ccccc1CCc1ccccc1	1%	-1%	-8%	-12%	4%[12.7 µM]	34%[activator]	-9%	9%	-9%
c1ccc(C[C@H]2CNCCN2CC2CCCCC2)cc1	-11%	.	22%	3%	28%[2.33 µM]	-8%	-3%	2%	-28%
Cn1cnnc1SCc1ccc(C(=O)NN)cc1	87%[activator]	-1%	3%	2%	-27%	19%	i	-12%	-9%
CC(C)C(NC(=O)OCc1ccccc1)C(=O)OCC(=O)N1CCCCC1 (configuration not stated)	15%	0%	8%	-2%	13%[2.33 µM]	20%	4%	6%	0%
CC1CCCCN1C(=O)Cn1c(=O)n(-c2ccc(Cl)cc2)c(=O)c2c3c(sc21)CCC3 (configuration not stated)	-19%	-7%	-2%	1%	6%[59 µM]	12%	i	-6%	-20%
Cc1ccc(S(=O)(=O)N2CCCC2=O)c(C)c1N(C)S(C)(=O)=O	138%[activator]	-4%	4%	-6%	-11%	11%	-8%	-4%	-13%
COc1ccc(C(CNC(=O)c2ccco2)N2CCOCC2)cc1 (configuration not stated)	2%	.	0%	0%	-1%[2.33 µM]	21%	-3%	7%	-12%
Cc1cc(C(=O)N2CCN(c3cccc(Cl)c3)CC2)c(C)o1	4%	-5%	13%	1%	?	-1%	-9%	-36%	?
COC(C(=O)Nc1ccnn1C1CCN(Cc2cnn(C(C)C)c2)CC1)c1ccccc1 (configuration not stated)	47%[activator]	-1%	1%	3%	16%	27%	i	-18%	-15%
Cc1ccc(NS(=O)(=O)c2ccc3[nH]c4c(c3c2)CCCC4)cc1N(C)C	-24%	-14%	24%	4%	?	?	4%	32µM*	35µM*
Cc1cc(Nc2cccc(Cl)c2Cl)n2ncnc2n1	33%[activator]	3%	1%	-4%	.	74%[activator]	i	-6%	-15%
Cc1ccc(-c2onc(C)c2C)cc1S(=O)(=O)N1CCC(C)CC1	-3%	-13%	3%	7%	12%[59 µM]	97%[activator]	5%	31%	14%
N#CC1CC(c2ccc([N+](=O)[O-])cc2)=NN1c1ccc([N+](=O)[O-])cc1 (configuration not stated)	21%	-5%	1%	?	-9%	31%	-3%	0%	-12%
c1ccc(-n2nnnc2SCc2ccccn2)cc1	4%	-1%	-4%	2%	7%	29%	i	11%	-17%
Cc1ccccc1Nc1nc(N)nc(CSc2nnc(C)n2C)n1	95%[activator]	-2%	0%	-9%	3%	30%	-6%	-4%	-12%
CCCNC(=O)COC(=O)C1CCN(S(=O)(=O)c2ccc3c(c2)OCCO3)CC1	32%[activator]	.	2%	1%	18%[0.501 µM]	25%	-3%	15%	-5%
COCCCNC(=O)c1c(C)nn(-c2ccc(F)cc2)c1-n1cccc1	27%	-1%	-3%	-2%	-4%[59 µM]	38%	9%	-11%	-1%
COc1ccc(C)cc1NC(=O)c1cc(S(=O)(=O)NCCC2=CCCCC2)ccc1F	4%	-10%	1%	21%	-2%[59 µM]	33%	0%	2%	-16%
CCOC(=O)c1[nH]c2cc3c(cc2c1NC(=O)CN1CCc2ccccc2C1)OCO3	6%	-5%	1%	12%	-31%[12.7 µM]	-10%	2%	-31%	-24%[11.4 µM]
O=C(NCC1CCCO1)C1CCN(C2CCN(Cc3cccs3)CC2)CC1 (configuration not stated)	15%	-23%	-8%	2%	.	30%	0%	-2%	-22%
Clc1ccccc1CNc1ncnc2c1nc1n2CCCC1	37%[activator]	0%	-2%	-16%	2%[59 µM]	40%[activator]	-9%	15%	3%
Cc1ccccc1OCC(=O)NCCCNC(=O)c1ccncc1	-8%	-1%	1%	2%	27%	4%	5%	-1%	0%
N#Cc1c(N2CCCC2)nsc1-c1ccccc1	-12%	-6%	2%	?	88%[activator]	170%[activator]	-3%	191%[activator]	163%[activator]
CCCCn1c(CCNC(=O)CCC)nc2ccccc21	-11%	-1%	4%	?	?	2%	3%	-1%	?
Nc1nc(OCC2CCCCC2)c2[nH]cnc2n1	-24%	-2%&-4%	7%	1%	-2%[12.7 µM]	14%	-5%	-8%	-25%
CCN(CC)P(=O)(Nc1ccc(SC(F)F)cc1)c1ccc(N(C)C)cc1NC(=O)c1ccco1 (configuration not stated)	8%	-15%	1%	22%	?	1%	-6%	?	?

The list goes on, starting with the last 3 of the part before.
SMILES	POLI inh	BLM inh	GLS inhibitor	Pin1 inhibitor	G9a block	HP1b chromo inh	Tb PGK inh	BAZ2B inh	JMJD2A Tudor inh
CCCCn1c(CCNC(=O)CCC)nc2ccccc21	-11%	-1%	4%	?	?	2%	3%	-1%	?
Nc1nc(OCC2CCCCC2)c2[nH]cnc2n1	-24%	-2%&-4%	7%	1%	-2%[12.7 µM]	14%	-5%	-8%	-25%
CCN(CC)P(=O)(Nc1ccc(SC(F)F)cc1)c1ccc(N(C)C)cc1NC(=O)c1ccco1 (configuration not stated)	8%	-15%	1%	22%	?	1%	-6%	?	?
Cc1ccc(C(=O)Nc2nc(=O)n(C(=O)CC(C)C)s2)cc1	-1%	-5%	-4%	-3%	-44%[12.7 µM]	30%[activator]	.	1%	0%
Cc1ccc(NS(=O)(=O)c2cc(-c3cnc(C4CC4)o3)ccc2C)cc1Cl	-14%	-6%	-1%	9%	-2%[59 µM]	17%	.	-34%	?
CCOc1cc(/C=N/O)cc(Br)c1OC	-14%	1%	15%	5%	-6%	11%	.	2%	-7%
COc1ccc(C(=O)NCC(=O)Nc2ccc(F)cc2)cc1OC	0%[58.9 µM]	-4%	-5%	8%	12%	10%	-5%	11%	-10%
CC(=O)c1ccc(OC(C)C(=O)NCC2(N3CCOCC3)CCCCC2)cc1 (configuration not stated)	24%	.	1%	5%	.	39%	i	.	-12%
COc1ccc(-n2ncc3c(=O)n(CC(=O)N(C(C)C)C(C)C)cnc32)cc1	9%	-2%	-7%	1%	21%[59 µM]	80%[activator]	-6%	0%	-3%
Cc1cc([N+](=O)[O-])nn1Cc1ccccc1F	-17%	-7%	?	0%	1%	26%	-1%	5%	6%
Fc1ccccc1NC(=S)NCCc1cccc(Cl)c1	13%	-4%	0%	6%	38%	58%[activator]	8%	0%	3%
Cc1ccc(C(=O)OCC(=O)Nc2ccc3c(c2)OCCO3)cc1C	21%	.	2%	2%	-3%	0%	i	10%	-14%
CCCOc1ccc2c(=O)c(-c3cc(C(=O)OC)oc3C)c(C)oc2c1	3%	-2%	-7%	7%	.	29%	.	-28%	-28%
O=C(Nc1ccc(N2CCOCC2)cc1)c1cccc(S(=O)(=O)N2CCCCC2)c1	45%[activator]	-3%	3%	-10%	-43%	18%	6%	-4%	1%
COc1ccc2oc(=Nc3ccc(C(=O)O)cc3)c(C(=O)NCc3ccco3)cc2c1	-8%	0%	1%	-2%	-2%	31%	2%	-4%	-11%
O=C1C2C3C=CC(CC3)C2C(=O)N1/N=C/c1ccco1 (configuration not stated)	45%[activator]	-5%	-5%	1%	-7%	32%	-12%	-2%	-15%
CCCCn1c(CCC(=O)O)nc2cc(S(=O)(=O)N3CCCC3)ccc21	-1%	.	6%	2%	.	10%	1%	.	-6%
CC(NC(=S)NC1CCCCC1)C(c1cccs1)N1CCOCC1 (configuration not stated)	34%[activator]	-5%	-7%	-2%	5%	33%	6%	?	-5%
O=C(Nc1ccc(S(=O)(=O)N2CCCCC2)cc1)C1CCCO1 (configuration not stated)	32%[activator]	-1%	-5%	-3%	-13%	22%	i	2%	1%
CCNC(=O)C(=O)Nc1cc2c3c(c1)CCN3C(=O)CC2	38%	2%	2%	7%	.	61%[activator]	i	-4%	-6%
CC(=O)Nc1ccc(/C=N/NC(=O)c2cc3cc(C)ccc3nc2C)cc1	4%	1%	4%	1%	1%[12.7 µM]	21%	.	9%	-4%
COCCCNC(=O)C1CCN(c2nc3ccc(Cl)cc3[nH]2)CC1	15%	0%	5%	-3%	7%[59 µM]	68%[activator][57 µM]	i	34%[activator]	-5%
NCCCC[C@@H](C(=O)N1CCNCC1)n1cc(CCC(=O)O)nn1	-9%	-5%	-1%	0%	?	34%	4%	?	-12%
CCO[C@@H]1OC(C(=O)Nc2ccccc2)=C[C@H](C2CC2)[C@H]1CCCO	5%	-7%	-5%	-2%	13%[12.7 µM]	33%	-2%	-11%	-9%
CCCCC(NC(=O)c1ccc(Cl)cc1)C(=O)O (configuration not stated)	3%	-1%	-1%	-1%	-4%[12.7 µM]	61%[activator]	i	-8%	-13%
O=C(COC(=O)c1n[nH]c2ccccc12)Nc1ccccc1Br	55%[activator]	.	-11%	11%	.	19%	i	.	-10%
O=C(c1ccccn1)N1CCCC(N2CCN(c3ccccc3)CC2)C1 (configuration not stated)	29%	-1%	27%	-8%	1%	19%	-8%	-2%	-10%
CCN(C(=O)COC(=O)c1ccc(=O)n(Cc2ccccc2)n1)C1CCCCC1	-24%	.	1%	-3%	32%[12.7 µM]	38%[activator]	-8%	-18%	-13%
COc1ccc(NC(=O)c2cccs2)cc1	-31%	1%	4%	-2%	-10%[59 µM]	36%	-7%	-2%	-3%
CC(=O)CC1(C)OC(N)=C(C#N)C1(C#N)C#N (configuration not stated)	7%	-1%	-3%	?	.	34%	i	-23%	-3%
